STAT1 act – increases IFN-gamma driven STAT1 reporter signal; activation (% of control), % at 5.5 µM; actives 2.6% (n = 200,000); NIH 3T3 STAT1-luciferase reporter, luminescence; 100% = IFN-gamma alone, no compound;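 active = activation above the screen-wide mean activation plus 3 SD, cut at about 130% in these data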;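 also: raw ratio to IFN-gamma control signal so 100% means no change and 0% no light; values of inactives mirror those of a sister screen read the other way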
TLR4-MyD88 BLA – blocks binding of human TLR4 to MyD88; O00206+Q99836; HeLa CL3-4 TLR4/MyD88 BLA complementation, FRET ratio; inhibition, % at 8.4 µM; actives 0.18% (n = 200,000); AID 861; in the data active = inhibition above about 25%;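 also: 0% = vehicle and 100% = reference inhibitor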
G6PDH counter – L. mesenteroides G6PDH inhibition counter-screen | AID 1020 | actives 0.12% (n = 200,000) | Purified L. mesenteroides G6PDH, diaphorase/resazurin coupled fluorescence, 45 min | inhibition, % at 5 µM; in the data active = inhibition above about 50%
APP 5'UTR act – APP 5'UTR luciferase reporter activation; actives 1% (n = 190,000); SH-SY5Y APP 5'UTR luciferase reporter, luminescence; zero percent = DMSO vehicle wells; activation, % at 2 µM;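 active = activation above a set limit, based on mean plus 3 SD of controls, cut at about 140% in these data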; also: values of inactives mirror those of a sister screen read the other way
FLuc inhib CS – inhibits firefly luciferase, flagging false hits in luciferase inhibition screens | actives 1.5% (n = 200,000) | ATPLite firefly luciferase biochemical luminescence, 10 min | AID 1006 | P08659 | inhibition, % at 10 µM;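 active = inhibition above about 50% when tested at 10 µM, limit read from the data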
Target sequence (P08659 whole entry, looked up): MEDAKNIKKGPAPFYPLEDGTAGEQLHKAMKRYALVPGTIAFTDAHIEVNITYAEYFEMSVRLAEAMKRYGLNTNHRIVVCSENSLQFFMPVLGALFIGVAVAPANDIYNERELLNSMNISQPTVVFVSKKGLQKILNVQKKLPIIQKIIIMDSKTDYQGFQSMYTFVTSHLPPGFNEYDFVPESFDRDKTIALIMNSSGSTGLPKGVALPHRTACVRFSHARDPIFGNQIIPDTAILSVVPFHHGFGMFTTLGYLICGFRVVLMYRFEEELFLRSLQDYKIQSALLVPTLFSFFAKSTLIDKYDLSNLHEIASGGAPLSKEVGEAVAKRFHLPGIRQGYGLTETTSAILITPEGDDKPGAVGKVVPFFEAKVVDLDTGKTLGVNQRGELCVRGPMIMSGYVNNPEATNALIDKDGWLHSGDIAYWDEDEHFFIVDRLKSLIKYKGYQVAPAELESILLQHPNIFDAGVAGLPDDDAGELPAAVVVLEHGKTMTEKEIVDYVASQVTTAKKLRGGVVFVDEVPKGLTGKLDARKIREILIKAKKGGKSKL
Diaphorase act – counter-screen for diaphorase-based assays: diaphorase activators and chemical reducers; Diaphorase/resazurin coupled assay, resorufin fluorescence, 16 min; stronger effect = higher value; 1 = vehicle wells, 0 = NADH-free wells; activation factor at 20 µM; actives 0.005% (n = 190,000);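 active = diaphorase activity raised at least twofold by the compound at 20 µM; inactive = activation factor below 2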
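Measured by – red resorufin fluorescence at 544/590 nm excitation/emission · Test system – Clostridium kluyveri diaphorase, purified enzyme · Incubation – reaction time 16 min, room temperature · Buffer or medium – 50 mM HEPES pH 7.4 with 4.542 mM MgCl2, 0.005% Tween 20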
APP transl inh – APP translation inhibition. SH-SY5Y APP 5'UTR-luciferase reporter, luminescence. actives 0.82% (n = 190,000). inhibition, % at 2 µM;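 active = inhibition above a set limit, derived from the sample mean plus 3 SD, cut at about 45% in these data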; also: values of inactives mirror those of a sister screen read the other way
FLuc stim CS – affects firefly luciferase, flagging false hits in luciferase stimulation screens; 200,000 tested, under 10 active; activation factor at 10 µM; P08659; AID 1027; ATPlite luciferase biochemical, luminescence, 10 min; 0 = ATP-free wells, 1 = DMSO control;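 active = luciferase activation factor, scaled between plate controls, of at least 2 with compound at 10 µM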
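Material: Luciferase/luciferin reagent mix | Doses: Test compounds dosed from 2 mM stocks in 100% DMSO | Timing: 10 min incubation after luciferase reagent addition, room temperature | Measured by: Luminescence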
Diaphorase inh – inhibits diaphorase or chemically oxidizes, flagging diaphorase assay artifacts; diaphorase resazurin-to-resorufin fluorescence, NADH, 16 min; bacterial (C. kluyveri) enzyme, not human; inhibition, % at 20 µM; actives 0.69% (n = 190,000); AID 1217;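 active = primary screen inhibition at 20 µM above a set limit, cut at about 50% in these data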;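 also: plate controls were DMSO with full reaction for no effect and wells lacking NADH for full effect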
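Test system: diaphorase enzyme from Clostridium kluyveri; amount: diaphorase at 0.14 U/mL in enzyme working solution; detection: fluorescence of resorufin formed from resazurin, Ex 544/Em 590 nm; times: reaction incubation of 16 min at room temperature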
NF-kB neuron act – compounds increasing NF-kB expression in human neuronal cells | NF-kB reporter expression; stronger effect = higher value | actives 1.6% (n = 190,000) | fold change at 12.5 µM | AID 1239; in the data active = fold change above about 3.3
Numbers without * were called inactive; x = no result given.

Every second line gives: STAT1 act, TLR4-MyD88 BLA, G6PDH counter, APP 5'UTR act, FLuc inhib CS, Diaphorase act, APP transl inh, FLuc stim CS, Diaphorase inh, NF-kB neuron act
CCN(CC)S(=O)(=O)c1ccc2c(c1)nc(CCC(=O)Nc1cccc(C(F)(F)F)c1)n2CC
  99, -2, 5, 7, -7, 0.7, -7, 1.1, 28, 0.44
CCOC(=O)N1CCN(C(=O)CN2C(=O)COc3ccc(C)cc32)CC1
  89, 8, -6, -4, -5, 0.9, 4, 1, 6, 1.1
Cc1ccc(NC(=O)C2CCCN(S(=O)(=O)c3c(C)noc3C)C2)cc1 (stereo not drawn)
  93, -6, 10, -5, -9, 1, 5, 1.1, 2, x
CCC(=O)OCCNc1cc(Sc2nccn2C)c2nonc2c1[N+](=O)[O-]
  97, 24, -6, -60, -3, 0.7, 60*, 1, 31, 0.08
Cc1cc(C)nc(NC2=NCC(=O)N2CCc2c[nH]c3ccccc23)n1
  98, -2, -23, -5, 8, 1, 5, 0.9, 3, 0.59
O=[N+]([O-])c1ccc(COc2ccc(CNc3ccccc3)cc2)cc1
  97, 9, 4, -14, -3, 0.9, 14, 1, 9, 1.1
COc1ccc(/C=N/NC(=O)CC(=O)NCc2cccnc2)c(OC)c1
  95, 12, -14, 9, -15, 0.9, -9, 1.2, 11, 1.6
Cc1ccc(OCC(=O)N2CC(C)OC(C)C2)c([N+](=O)[O-])n1 (stereo not drawn)
  108, 0, 6, -23, -5, 1, 23, 1.1, 2, 1
CCc1cc(-c2n[nH]c(C)c2-c2nc3ccccc3n2C)c(O)cc1O
  103, -7, 19, 12, -7, 0.9, -12, 1.1, 11, 1
O=c1[nH]c(SCCOc2cccc3ccccc23)nc2ccccc12
  100, -8, 12, 19, -7, 0.9, -19, 1.1, 12, 1.2
COC(=O)N(C)CCCC1(C)C(=O)N(C)c2ccc(O)cc21 (stereo not drawn)
  96, -10, 8, 9, 1, 0.8, -9, 1, 15, 1.1
Cc1nc2sc(C(c3ccco3)N3CCC(Cc4ccccc4)CC3)c(O)n2n1 (stereo not drawn)
  102, 0, 12, -8, -2, 0.9, 8, 1, 8, 0.84
COc1ccc(-n2c(Cn3c(=O)sc4ccccc43)nnc2SCC(=O)N2CCCCC2)cc1
  102, 6, -2, 9, -4, 0.8, -9, 1, 20, 1.1
Cc1nc(S(=O)(=O)NC2CCCCC2)c(C#N)c(C)c1Cl
  86, -7, -2, 11, -7, 1, -12, 1.1, 1, 0.98
CC(=O)c1nn(-c2cccc(Br)c2)cc1C(=O)c1ccc(C)cc1
  101, -8, 4, -6, -6, 0.9, 6, 1.1, 14, 1
Cc1nc(S(=O)(=O)Cc2ccccc2)nc2c1CCC2
  104, -9, 7, -2, -6, 0.9, 2, 1.1, 8, 1.1
O=C(COc1ccc2oc(-c3ccco3)cc(=O)c2c1)N1CCCCC1
  105, -13, 5, 4, 14, 0.9, -4, 0.9, 14, 1.2
COC(=O)c1ccc(COC(=O)c2cnccn2)cc1
  103, -1, 7, -18, 0, 1, 18, 1, 3, 1.2
CN(c1ccc(C(=O)N2CCOCC2)cc1[N+](=O)[O-])C1CCCCC1
  122, -4, 9, 22, 5, 1, -22, 1, 5, 2.2
Cc1ccccc1N1CC(C(=O)O)CC1=O (stereo not drawn)
  105, 11, 14, -4, -1, x, 4, 1, x, 1.1
CCOP(=O)(OCC)C(NC(=O)Nc1ccccc1)C(N)=O (stereo not drawn)
  98, 2, 6, 12, -6, 0.9, -12, 1.1, 8, 1.3
CCOc1ccc(NC(=O)CSc2nnc(-c3ccccc3Cl)n2Cc2ccco2)cc1
  103, -5, 4, 2, -7, 0.9, -2, 1.1, 9, 0.95
Cc1ccc(S(=O)(=O)N2CCN(C)CC2)cc1-c1nnc2c3ccccc3c(C)nn12
  106, -2, 1, -1, -6, 0.9, 1, 1.1, 6, 0.96
Cc1sc2ncn(CC(=O)N3CCOCC3)c(=O)c2c1-c1ccccc1
  101, -4, 6, -10, 1, 0.9, 10, 1, 7, 0.94
Cc1ccc2nc3c(nc2c1)-c1ccccc1C3=O
  109, -6, -2, 1, 2, 0.9, -1, 1, 5, 2
CCOC(=O)N1CCN(C(=O)c2ccc3c(=O)n(-c4ccc(OC)cc4)c(=S)[nH]c3c2)CC1
  91, -14, 4, 15, -3, 0.8, -15, 1, 24, 1
COc1ccc(NS(=O)(=O)c2ccc(N3CCCC3)c(NC(=S)Nc3cccc(C)c3C)c2)cc1
  98, 0, 0, 10, -5, 0.8, -10, 1.1, 21, 0.79
COc1ccc(-c2noc(C3CCCN(C(=O)c4ccccc4OC)C3)n2)cc1OC (stereo not drawn)
  98, -15, 11, 5, -2, 1.2, -5, 1, -24, 0.99
O=C(c1cccs1)N1CCN=C1SCc1ccc(Cl)cc1
  87, -14, -4, 15, -4, 0.8, -15, 1, 23, 1.2
CC12CN(C(=S)Nc3ccccc3)CC(C)(CN(C(=S)Nc3ccccc3)C1)C2=O
  102, -15, 20, 9, -1, 1, -9, 1, 5, 1

Sorted by value in Diaphorase inh (smallest number first): five from the list above.
| SMILES | STAT1 act | TLR4-MyD88 BLA | APP 5'UTR act | FLuc inhib CS | APP transl inh | FLuc stim CS | Diaphorase inh | NF-kB neuron act |
| --- | --- | --- | --- | --- | --- | --- | --- | --- |
| COC(=O)c1ccc(COC(=O)c2cnccn2)cc1 | 103 | -1 | -18 | 0 | 18 | 1 | 3 | 1.2 |
| Cc1ccc2nc3c(nc2c1)-c1ccccc1C3=O | 109 | -6 | 1 | 2 | -1 | 1 | 5 | 2 |
| CCOC(=O)N1CCN(C(=O)CN2C(=O)COc3ccc(C)cc32)CC1 | 89 | 8 | -4 | -5 | 4 | 1 | 6 | 1.1 |
| O=c1[nH]c(SCCOc2cccc3ccccc23)nc2ccccc12 | 100 | -8 | 19 | -7 | -19 | 1.1 | 12 | 1.2 |
| CCN(CC)S(=O)(=O)c1ccc2c(c1)nc(CCC(=O)Nc1cccc(C(F)(F)F)c1)n2CC | 99 | -2 | 7 | -7 | -7 | 1.1 | 28 | 0.44 |

Copied from the results shown, two compounds:
Every second line gives: STAT1 act, TLR4-MyD88 BLA, G6PDH counter, APP 5'UTR act, FLuc inhib CS, Diaphorase act, APP transl inh, FLuc stim CS, Diaphorase inh, NF-kB neuron act
O=C(c1cccs1)N1CCN=C1SCc1ccc(Cl)cc1
  87, -14, -4, 15, -4, 0.8, -15, 1, 23, 1.2
CC12CN(C(=S)Nc3ccccc3)CC(C)(CN(C(=S)Nc3ccccc3)C1)C2=O
  102, -15, 20, 9, -1, 1, -9, 1, 5, 1

Later entries:
Every second line gives: STAT1 act, TLR4-MyD88 BLA, G6PDH counter, APP 5'UTR act, FLuc inhib CS, Diaphorase act, APP transl inh, FLuc stim CS, Diaphorase inh, NF-kB neuron act
CCOC(=O)c1ccc(NC(=O)Cn2ncc(Cl)c(Cl)c2=O)cc1
  102, 27*, 8, -96, -7, 0.9, 96*, 1.1, 14, 0.14
Cc1ccc(C(=O)CSc2ncnc3sc4c(c23)CCCC4)cc1
  101, 3, 2, 11, -7, 0.9, -11, 1.1, 11, 1.4
Cn1c(=O)[nH]c(=O)c2c1nc(NCCCn1ccnc1)n2Cc1cccc(Br)c1
  89, 13, 1, 3, -8, 1, -3, 1.1, -1, 1.1
O=C(c1cc2cc(Cl)ccc2oc1=O)N1CCOCC1
  101, 1, 1, 7, -5, 0.9, -7, 1.1, 5, 1.3
NC(=O)c1ccccc1OCCOCCOCCOc1ccccc1C(N)=O
  91, 0, 9, 9, -5, 0.9, -9, 1.1, 10, 1.5
O=C(CSc1nccn1-c1cccc(Cl)c1)NC1CCCC1
  99, -1, 6, 54, -16, 1, -54, 1.2, 3, 1
Cc1nn(-c2ccccc2)c(N2CCCC2)c1/C=N/NC(=O)C1CC1
  87, 5, -1, 12, -6, 0.9, -12, 1.1, 15, 1.2
COc1ccc(OC)c(/C=C/C(=O)OCC(=O)c2c(N)n(C)c(=O)n(C)c2=O)c1
  102, -14, 7, -5, -8, 1, 5, 1.1, 1, 1
Cc1cccc(-c2nsc(SCC(=O)Nc3cc(C)on3)n2)c1
  106, 0, 3, 75, -5, 0.9, -75, 1.1, 10, 0.9
O=C(Nc1cccc(NC(=O)c2sc3ccccc3c2Cl)c1)c1ccco1
  109, -9, 7, 8, 25, 1, -8, 0.8, 3, 1.2
Cc1nc(NC2=NCN(C3CCCCC3C)CN2)nc2ccccc12 (stereo not drawn)
  96, -7, 8, 8, -5, 1.1, -8, 1.1, -6, 1.3
CCOC(=O)c1sc(NC(=O)CSc2nc(-c3ccco3)cc(C(F)(F)F)n2)c(C#N)c1C
  99, 0, -35, 9, -2, 1, -9, 1, 5, 1.2
O=C(Oc1cc(-c2ccccc2)no1)c1cccc(C(F)(F)F)c1
  102, -6, 6, -10, -4, 1, 10, 1, -2, 0.97
CCOc1ccc(-n2c(=O)c3c4c(sc3n(CC(=O)NCC3CCCO3)c2=O)CCCC4)cc1 (stereo not drawn)
  96, -15, 1, -15, -2, 0.9, 15, 1, 5, 1.1
CCOC(=O)c1c(-c2ccc(C)cc2)csc1/N=C/N(C)C
  94, 6, 5, -4, -2, 0.9, 4, 1, 11, 1.1
Cc1ccc(C(=O)Nc2ccccc2NC(=O)c2ccc(C)o2)o1
  97, 11, 9, -3, -3, 0.9, 3, 1, 13, 1.1
O=C(CSCc1c(F)cccc1Cl)NCc1ccco1
  96, -4, -7, -13, -5, 0.8, 13, 1.1, 19, 1.2
Cc1ccc(NC(=O)Nc2ccc3c(c2)nc(C)n3C)cc1
  132*, 9, 2, 130, 74*, 0.9, -130, 0.3, 12, 6.5*
CC(C)(C)N(Cc1ccccc1)C(=O)COC(=O)Cn1cnc2ccccc2c1=O
  104, -4, -1, -10, -3, 0.9, 10, 1, 7, 1
COC(=O)c1ccc(/C=C2/SC(=S)N(CCCC(=O)Nc3ccccn3)C2=O)cc1
  98, 5, 8, 0, 1, 0.9, 0, 1, 9, 1.3
CCSc1nc(N2CCCCC2)c2c(c1C#N)CCCC2
  102, 2, 3, 0, -9, 0.9, 0, 1.1, 12, 1
Nn1c(SCC(=O)NC2CCCCC2)nnc1-c1ccccc1
  94, -9, 5, 1, -4, 0.9, -1, 1, 11, 1
CCOC(=O)c1cnn(-c2cc(C)cc(C)c2)c1N
  94, 11, 5, 23, -2, 1, -24, 1, -1, 0.98
CC(C)NC(=S)N1CCN(C(c2ccccc2)c2ccccc2)CC1
  93, -7, -15, -4, -5, 0.7, 4, 1.1, 27, 0.94

High-throughput results: PubChem BioAssay, several laboratories
